TSHR antagonist – blocks TSH signaling through the human TSH receptor; activity change, negative = inhibition, % at 11.5 µM; AID 504810; TSHR-expressing cells, TSH-stimulated cAMP HTRF, 2 h; hits give low values; P16473; 0.2% of 330,000 active;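 active means activity change below a set negative limit, meaning inhibition stronger than a set level, cut at about -70% in these data; inconclusive means activity change between two set negative limits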; further: on the % scale 0 is the no-effect control and ±100 the full control effect
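Read-out is FRET at 665 nm (cryptate excitation 337 nm) from a cryptate-tagged anti-cAMP antibody, competed by cell cAMP against cAMP-d2. Compounds are tested on freshly harvested TSHR cells challenged with 4nM TSH (EC80) for 2 hours at 37 deg C.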
TCR activator – T cell receptor activation; primary human leukocytes, anti-CD3, IL-2 HTRF, 48 h; Potency, µM (series often up to 9.22 µM), inactives show at the top dose activation of IL-2 secretion, hits mostly activators; 330,000 tested, under 10 active; AID 504894; further: % of control where 0% means no effect
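IL-2 release read by HTRF sandwich (Eu cryptate donor, d2 acceptor, 665 nm emission) after 48 hr exposure of primary human leukocytes to compound together with anti-CD3 beads in the absence of co-stimulatory signals.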
Eya2 inh – Eya2 (human) phosphatase inhibition | recombinant Eya2, OMFP fluorescence dephosphorylation (OMFP is methylfluorescein phosphate) | AID 488837 | O00167 | 0.006% of 330,000 active | Potency, µM (series often up to 76.9 µM), without a hit: at the top dose activity, negative = inhibition, hits mostly inhibitors; further: potency means the concentration at half of the fitted maximal effect; on the % scale 0 is the no-effect control and ±100 the full control effect
Target sequence (O00167 whole entry, looked up): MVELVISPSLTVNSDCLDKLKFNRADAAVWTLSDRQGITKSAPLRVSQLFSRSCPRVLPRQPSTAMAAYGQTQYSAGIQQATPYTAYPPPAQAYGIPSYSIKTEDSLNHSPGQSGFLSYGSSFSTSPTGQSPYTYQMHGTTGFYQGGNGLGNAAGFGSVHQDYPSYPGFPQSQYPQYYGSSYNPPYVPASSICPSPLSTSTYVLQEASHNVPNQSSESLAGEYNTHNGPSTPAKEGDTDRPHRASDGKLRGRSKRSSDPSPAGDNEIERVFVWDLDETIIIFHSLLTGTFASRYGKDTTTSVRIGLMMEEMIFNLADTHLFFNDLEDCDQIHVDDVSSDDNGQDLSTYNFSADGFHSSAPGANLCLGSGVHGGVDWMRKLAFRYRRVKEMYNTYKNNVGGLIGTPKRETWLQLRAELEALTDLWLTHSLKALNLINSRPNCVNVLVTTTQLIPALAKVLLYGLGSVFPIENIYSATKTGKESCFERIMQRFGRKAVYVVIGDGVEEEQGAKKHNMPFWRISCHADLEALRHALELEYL
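Eya2 (0.2 uM) preincubated 10 min at ambient with compound, then OMFP substrate added at 50 uM; 10 min reaction in 50 mM HEPES pH 7.5, 50 mM NaCl, 5 uM MgCl2, 0.05% BSA, 1 mM DTT. Fluorescence read at Ex 485/Em 525 nm.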
USP2a block – USP2a (human) protease inhibition. USP2 core, Ub-CHOP2 coupled fluorogenic reporter, 485/531. Potency, µM (highest dose often 38.3 µM), for inactives: top-dose activity change, negative = inhibition, most hits filed as inhibitors. 0.01% of 330,000 active;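 further: potency means the concentration at half of the fitted maximal effect; plate controls were DMSO wells for no effect and full inhibition by NEM control for full effect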
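Deubiquitinase activity read as fluorescence (485/531 nm) after Ub-CHOP2 cleavage activates the enterokinase reporter on its substrate; USP2 core 10nM, Ub-CHOP2 and substrate 25nM each, 30min compound preincubation then 60min RT; data normalized to NEM, curves fitted.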
ELG1 repair inh – ELG1-dependent DNA repair inhibition; HEK293T ELG1-luciferase reporter, luminescence, 16 h; DNA damage induced by 5-fluorouridine; Potency, µM (top dose mostly 46.1 µM), inactives show top-dose activity change, negative = inhibition, actives largely listed as inhibitors; 2.3% of 330,000 active; further: potency means the concentration at half of the fitted maximal effect; on the % scale 0 is the no-effect control and ±100 the full control effect; nearly all actives have a fitted effect of over 55% in size
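Overnight (16 hr) co-exposure of 2,000 cells/well to 5-fluorouridine and compound at 37 °C preceded detection. Luciferase was quantified via ONE-Glo luminescence; loss of signal denotes inhibition.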
AT treatment – potential ataxia-telangiectasia treatment | […] A-T fibroblasts, KAP-1 phosphorylation AlphaLISA; neocarzinostatin DNA damage 30 min before lysis | Potency, µM (doses to about 57.5 µM), for inactives: at the top dose activation, hits mostly activators | 0.19% of 320,000 active; further: potency means the concentration at half of the fitted maximal effect; % of control where 0% means no effect; nearly all actives have a fitted effect of over 45% in size
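ATM-like activity read as KAP-1 phosphorylation via AlphaLISA donor/acceptor antibody pairs after lysis and 6 hr at 25C. Cells were ATM-null patient fibroblasts ([…], hTERT), dosed 60 min, then exposed to the DSB inducer NCS for 30 min.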
TRPV1 ag – human TRPV1 agonism. TRPV1-expressing cells, Fluo-8 calcium influx, agonist mode. activation, % at 8.33 µM. Q8NER1. AID 540275. 0.19% of 320,000 active; in the data active means activation above about 80%; inconclusive means between about 30% and that limit; further: 0% is about no effect
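Cells expressing TRPV1 were dye-loaded with Fluo-8 and read kinetically: 10 s baseline, 3 min after compound (agonist portion), then 2 min after EC20 capsaicin (allosteric enhancer portion). Calcium-bound dye fluorescence at 480/520 nm.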
hERG WT inh – KCNH2 (human, wildtype) channel inhibition; Q12809; U2OS, BacMam KCNH2, thallium flux FluxOr; hits give low values; activity change, % at 1.84 µM; 0.37% of 340,000 active; AID 720551;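 active means maximum activity change below -70%; inconclusive means maximum activity change between -70% and -50%; inactive means maximum activity change above -50%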; further: on the % scale 0 is the no-effect control and ±100 the full control effect
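U2OS cells transduced with wild-type KCNH2 virus are loaded with FluxOr dye for 45 min, and thallium flux is measured in kinetic reads before and after stimulation buffer. Rate constants are normalized to DMSO controls.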
KCNH2 3.1 inh – inhibitors of human KCNH2 3.1 potassium channel isoform; AID 720553; U2OS KCNH2 3.1, thallium flux FluxOr; hits give low values; 0.95% of 340,000 active; activity change, % (tested at about 1.8 µM);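 active means maximum activity change below -70%; inconclusive means maximum activity change from -70% to -50%; inactive means maximum activity change above -50%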;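 further: thallium influx rate constant from kinetic fluorescence after stimulation buffer; on the % scale 0 is the no-effect control and ±100 the full control effect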
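Virally transduced U2OS (3.1 isoform, 4 h infection in dark at RT) → overnight 37 C → FluxOr + Red40 in HBSS/HEPES, 45 min → stimulation buffer, 2 min kinetic read → rate constant vs DMSO controls.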
Mito fusion act – inhibitors of mitochondrial division or activators of mitochondrial fusion; S. cerevisiae fusion-defective mutant growth rescue, CellTiterGlo 48 h; Potency, µM (top dose mostly 46.1 µM), without a hit: top-dose growth rescue (activation), actives largely listed as activators; 0.23% of 320,000 active;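 further: potency means the concentration at half of the fitted maximal effect; % of control where 0% means no effect; nearly all actives have a fitted effect of over 45% in size; temperature-sensitive fusion mutants such as fzo1-1 at 37 °C on non-fermentable ethanol glycerol medium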
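Luminescent cell viability in 1536-well qHTS format served as the measure of rescued growth in ts fusion-mutant S. cerevisiae cultured on non-fermentable YPEG for 48 hours at 37C.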
Starred values were filed as active, the others as inactive; ? = inconclusive; / = no result given; [ ] = dose if it differs, or a comment. Unless noted, the call rests on the fitted dose curve; in most records, active means well fitted curve in the direction sought with a large enough effect; inconclusive means small, poorly fitted or top-dose-only effect, or another doubt; inactive means no such curve, though single readings can be large; an effect the other way counts as inactive or inconclusive.

SMILES	TSHR antagonist	TCR activator	Eya2 inh	USP2a block	ELG1 repair inh	AT treatment	TRPV1 ag	hERG WT inh	KCNH2 3.1 inh	Mito fusion act
COc1cccc(/C=N/N2CCN(C)CC2)c1	-3	-6%[46.1 µM]	-9%	2%	?	-9%	-2	6	-40	-5%
Cc1csc(NC(=O)CSCC(=O)Nc2ccccc2)n1	-4	-6%	-23%	1%	2%	-2%	3	-5	2	-3%
O=C(Nc1ccc(Cl)cc1)N1CCN(c2ncccn2)CC1	-4	-2%	-6%	1%	1%	4%	1	-2	-1	4%
Cc1ccc(NC(=O)[C@@H]2CCCN2C(=O)[C@@H]2Cc3ccccc3CN2)c(C)c1	3	1%	-1%	4%	?	-4%	1	2	-25	0%
COc1cccc(N(CC(=O)N2CCCC2)S(C)(=O)=O)c1	21	-8%	2%	0%	19%	19%	-4	-18	3	1%
CCCCN(CC)C(=S)Nc1ccc2nc(N3CCN(C)CC3)cc(C)c2c1	3	3%	-10%	-2%	-3%	-3%	0	20	-11	28%
Nc1ccc(Oc2ccc3c(c2)OCO3)cc1	-10	3%	-23%	8%	14%	0%	-1	-6	1	-2%
COc1ccc(CNS(=O)(=O)c2ccc3c(c2)NC(=O)C(C)S3)cc1 (stereo not drawn)	14	9%	3%	2%	?	21%	2	3	-21	-1%
COc1ccc(S(=O)(=O)N2CCc3ccccc32)cc1C(=O)Nc1ccc(NC(C)=O)cc1	-1	/	4%	-2%	-1%	4%	/	-5	-27	/
Cc1cccc(-c2noc(CNC(=O)c3ccco3)n2)c1	-12	3%	15%	0%	1%	7%	2	-3	-13	0%
CC(=O)NC(CCS(C)(=O)=O)C(=O)Nc1ccc(F)cc1Cl (stereo not drawn)	33	4%	-1%	-1%	9%	-6%	6	-12	-14	-1%
O=C1CC(c2ccccc2)CC(O)=C1C=Nc1ccccc1Cl (stereo not drawn)	-14	1%[46.1 µM]	-3%	2%	-11%	/	?	-7	?	-3%
N#C/C(=C\c1c(N2CCN(Cc3ccccc3)CC2)nc2ccccn2c1=O)S(=O)(=O)c1ccccc1	-13	-6%	-1%	-5%	-12%	1%	1	6	-12	3%
Cc1ccc(OCCC(=O)Nc2ccc(C)c(S(=O)(=O)N3CCOCC3)c2)cc1	-10	5%	-23%	-5%	?	-1%	22	3	-21	0%
CSCCC(=O)N1CCCC(N(C)CCc2ccccc2)C1 (stereo not drawn)	11	0%	9%	1%	1%	-1%	-4	26	-24	-1%
N#Cc1cnn2c(C(F)(F)F)cc(-c3ccccc3)nc12	5	0%	-6%	3%	1%	4%	-4	-17	-3	-7%
COc1ccc(SC[C@H](Cc2ccccc2)N2CCN(C)CCC2=O)cc1	0	-3%	0%	7%	10%	-10%	5	28	-47	-26%
C=CC[C@H](CC(=O)N(CCO)Cc1ccccc1)C(=O)NCCOC(=O)[C@@H](CC=C)CC(=O)OC(C)(C)C	-17	1%	-21%	4%	-5%	-1%	/	-37	-13	/
Cc1nnc(NC(=O)C2CC(=O)N(c3ccccc3)C2)s1 (stereo not drawn)	1	14%	1%	0%	?	16%	-6	-1	-7	-2%
COCCNC(=O)CSc1nc2c(n1-c1ccccc1)CCCC2	1	-2%	4%	0%	8%	6%	3	0	-4	-3%
COc1ccc(-c2nc(SC)n(C(=O)c3ccco3)n2)cc1	20	3%	-5%	0%	?	-6%	10	6	13	-2%
CCOC(=O)c1nc(C(=O)NCc2ccc(C)cc2)nc2ccccc12	-5	0%	10%	1%	17%	-6%	/	-3	-6	/
CCn1cc(C(=O)NCC(=O)NCCCN2CCOCC2)c(=O)c2cc3c(cc21)OCO3	2	9%	-5%	2%	4%	5%	-1	0	1	-5%
CCOc1ccc(NC(=O)c2nnn(CC(=O)Nc3ccccc3OCC)c2N)cc1	-2	-14%	12%	3%	12%	4%	-1	18	-25	0%
COc1ccc(C(=O)C2CCN(C(=O)c3ccco3)CC2)cc1	-15	/	-5%	-1%	-12%	0%	0	5	2	5%
O=C(Cn1cc(C(=O)c2ccco2)c2ccccc21)Nc1ccccc1	-11	-4%	18%	2%	-9%	-3%	4	-6	10	0%
COc1cc2[nH]c(=S)nc(NC3CCCCCC3)c2cc1OC	-14	1%	16%	0%	?	-4%	1	-6	-6	-4%
CCN(CC)C(=O)C(=O)Nc1ccc(Oc2ccccc2)cc1	8	-2%	0%	3%	-12%	3%	14	0	-9	5%
CCOc1ccc(OCc2ccc(C(=O)NN=Cc3ccc[nH]3)cc2)cc1	/	5%	12%	2%	?	?	/	-18	-21	/
CCC(C(=O)OC)(C(=O)OC)c1ccc([N+](=O)[O-])cc1	10	-1%	4%	-7%	-14%	0%	-3	-8	0	29%

Next part; it opens with the 2 that closed the last part.
SMILES	TSHR antagonist	TCR activator	Eya2 inh	USP2a block	ELG1 repair inh	AT treatment	TRPV1 ag	hERG WT inh	KCNH2 3.1 inh	Mito fusion act
CCOc1ccc(OCc2ccc(C(=O)NN=Cc3ccc[nH]3)cc2)cc1	/	5%	12%	2%	?	?	/	-18	-21	/
CCC(C(=O)OC)(C(=O)OC)c1ccc([N+](=O)[O-])cc1	10	-1%	4%	-7%	-14%	0%	-3	-8	0	29%
O=C1NC(=Nc2ccccc2)SC1(CO)CO	-4	/	6%	-2%	-2%	2%	4	-20	0	0%
Cc1c(NC(=O)CSc2nnc(N)s2)c(=O)n(-c2ccccc2)n1C	4	0%[46.1 µM]	4%	2%	-3%	-6%	1	1	14	-2%
COc1ccc(C2/C(=C(/O)c3ccc(OC(C)C)cc3)C(=O)C(=O)N2CCCN2CCOCC2)cc1 (stereo not drawn)	2	5%	-8%	3%	1%	-1%	-3	0	-7	-2%
Cc1nn(C(C)C(=O)N2CCOCC2)c(C)c1[N+](=O)[O-] (stereo not drawn)	17	-7%[46.1 µM]	0%	2%	15%	-4%	5	-4	2	0%
O=C(NC1CCCN(Cc2ccccc2F)C1)c1cccc(N2CCCC2=O)c1 (stereo not drawn)	1	1%	-8%	0%	?	5%	2	2	2	0%
COc1ccccc1NS(=O)(=O)c1cccc(C(=O)N/N=C/c2ccc3c(c2)OCCO3)c1	-1	-1%[46.1 µM]	0%	2%	10%	2%	2	1	0	-7%
CC1=C(C(=O)N(C)Cc2ccccc2)C2(CCC(C)CC2)OC1=O (stereo not drawn)	-2	-3%[46.1 µM]	-6%	-4%	?	4%	2	-2	7	-2%
CCOC(=O)C1CCN(C(=O)CCC2CCCC2)CC1	7	/	6%	2%	-15%	-5%	17	-7	6	2%
CCOc1ccc(N2C(=O)/C(=C/c3ccc(C)o3)N(C)C2=S)cc1	-13	-1%[46.1 µM]	2%	0%	?	3%	3	8	-5	-1%
O=C(CSc1nnc(-c2ccco2)n1-c1ccccc1)NCc1ccco1	-32	/	4%	-2%	-11%	3%	-3	-2	0	2%
O=C(CSc1nnnn1-c1ccccc1F)Nc1nc2ccccc2s1	4	2%	4%	1%	?	4%	0	-1	-8	-1%
Cc1cccnc1NC(=O)CSc1ncnc2sc(C)c(C)c12	5	1%	-23%	-1%	4%	3%	1	-1	15	-13%
Cc1cc(S(=O)(=O)N2CCCCC2CCNC(=O)C(=O)NCC2CCCO2)ccc1F (stereo not drawn)	12	7%	-39%	3%	0%	1%	-5	-2	22	8%
CCOc1ccc(N/C(N)=N/c2nc(CSc3nnc(C)s3)cc(=O)[nH]2)cc1	9	2%	6%	10%	?	4%	-1	0	6	1%
C=CCN(CC=C)S(=O)(=O)c1ncn[nH]1	32	-1%	-2%	2%	6%	-4%	2	4	3	-2%
COc1cc2ccc(=O)oc2c(CC=C(C)C)c1OC	-8	-4%	-2%	-13%	-8%	8%	15	-30	-5	8%
O=c1[nH]cnc2c1N=C(c1cccc([N+](=O)[O-])c1)CC(c1ccccc1)N2 (stereo not drawn)	15	-7%	-1%	12%	-1%	-3%	14	-4	7	9%
O=C(Nc1ncccc1Cl)c1ccccc1F	-8	-9%[46.1 µM]	6%	2%	?	5%	1	13	21	-2%
N#CCSCC(=O)Nc1ccccc1	33	-2%	-5%	2%	?	/	-1	10	-11	-8%
O=C(CC1CCCC1)Nc1ccc(Br)cc1	-2	-2%	-15%	-2%	?	1%	?	-1	-9	3%
CCCCCc1c(O)nc(SCC(=O)NCC2CCCO2)[nH]c1=O (stereo not drawn)	6	7%[46.1 µM]	1%	-1%	17%	-1%	1	-1	0	-3%
CCOC(=O)c1c(C)nc(C)c(C(=O)OCC)c1-c1ccc(Br)cc1	-16	2%[46.1 µM]	-4%	-2%	?	2%	5	-2	-12	21%
COc1cccc(/C=N/Nc2nc3ccccc3[nH]2)c1OC	0	3%	-2%	1%	?	-4%	?	-2	-5	6%
COC(=O)C1=C(C(=O)OC)[C@@H]2N(C)c3ccccc3[C@@]23C[C@@H](C(=O)OC)N(C(C)=O)C3=N1	7	2%	-1%	6%	17%	35%	-3	/	/	11%

The list is partial; count on the stated rates, not on these rows.
